A549 viability – kills or reduces viability of A549 cells in Nrf2 counter-screen | A549 ARE-Fluc cells, CellTiter-Fluor viability, 18-24 h | Potency, µM (top dose mostly 46 µM), for inactives: at the highest dose activity change, negative = cytotoxicity, actives largely listed as inhibitors | hit rate 0.16% among 390,000 | AID 504648; also: % is scaled to controls: 0 for no effect and ±100 for the full control effect
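Cytotoxicity counterscreen: CellTiter-Fluor fluorescence was measured in A549 ARE_Fluc cells after 18-24 h of compound exposure in a concentration series. The subsequent BugLite luminescent read reports ARE-luciferase activity.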
ATXN2 expr inh – ATXN2 expression inhibition; HEK-293 ATXN2-luciferase reporter, luminescence, 24 h; Potency, µM (titrated, usually from 57 µM), inactives show at the highest dose activity change, negative = inhibition, hits mostly inhibitors; hit rate 0.72% among 360,000; also: % is scaled to controls: 0 for no effect and ±100 for the full control effect; nearly all actives have a fitted effect of over 55% in size
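qHTS (up to 57 uM final) was run with 24 h compound exposure of reporter cells at 37 °C. Each well was multiplexed: SteadyGlo luminescence measured ATXN2-luciferase expression after a fluorogenic Gly-Phe-AFC viability readout (25 uM final).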
TGFb inhibitor – TGF-b pathway inhibition | hit rate 1.2% among 410,000 | HepG2 CAGA-GFP TGF-b/SMAD3 reporter, GFP fluorescence, 18 h; TGF-beta stimulated, 500 pg/mL final | Potency, µM (series often up to 46.1 µM), for the others: at the top dose activity, negative = inhibition, actives largely listed as inhibitors; also: % is scaled to controls: 0 for no effect and ±100 for the full control effect; nearly all actives have a fitted effect of over 65% in size
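Read-out: total well GFP (ex488/em500-530) summed from mean per-cell fluorescence. Cells: HEPG2 CAGA-GFP, 1% FBS DMEM, 18 h at 37 degrees C with 500 pg/mL final TGF-beta. Unstimulated wells served as the full-inhibition control; stimulated DMSO wells = 0%.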
HepG2 tox – kills HepG2 cells in TGF-b inhibitor counter-screen | hit rate 0.76% among 410,000 | Potency, µM (series often up to 46.1 µM), without a hit: at the highest dose activity change, negative = cytotoxicity, usual class: cytotoxic | HepG2 CAGA-GFP viability, ATP luminescence, 18 h; also: some results filed as inactive show a strong effect at the top dose
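HepG2 CAGA-GFP cells (1000/well, DMEM with 1% FBS) received compound, then TGF-beta at 500 pg/mL final, and were incubated 18 hours at 37 degrees C. Viability was read by CellTiter-Glo luminescence. Media-only wells were set as complete cell-killing and DMSO as no toxicity.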
ATXN viability – viability counter-screen for ATXN expression inhibitors; S2 cells (HEK-293 line with an ATXN2-luciferase reporter) viability, CellTiter-Fluor protease fluorescence, 24 h; Potency, µM (top dose mostly 56.7 µM), actives largely listed as cytotoxic; hit rate 0.49% among 400,000; AID 651635; also: nearly all actives have a fitted effect of over 40% in size
MCF10A rereplic – induces DNA re-replication in MCF 10a normal breast cells | MCF 10A DNA re-replication, Hoechst nuclear intensity, 48 h | Potency, µM (top dose mostly 46.1 µM), without a hit: at the top dose activity, positive = re-replication, most hits filed as activators | hit rate 2.9% among 350,000 | AID 624296; also: % of control where 0% means no effect; nearly all actives have a fitted effect of over 50% in size
EPAC2 antagonist – antagonists of human EPAC2; Q8WZA2; EPAC2 GEF exchange of Rap1B-BODIPY-GDP, fluorescence; Potency, µM (series often up to 114 µM), for inactives: at the top dose activity, negative = inhibition, usual class: inhibitors; hit rate 0.18% among 360,000; also: % is scaled to controls: 0 for no effect and ±100 for the full control effect; nearly all actives have a fitted effect of over 45% in size; many of its hits are not listed in these tables
Target sequence (Q8WZA2 whole entry, looked up): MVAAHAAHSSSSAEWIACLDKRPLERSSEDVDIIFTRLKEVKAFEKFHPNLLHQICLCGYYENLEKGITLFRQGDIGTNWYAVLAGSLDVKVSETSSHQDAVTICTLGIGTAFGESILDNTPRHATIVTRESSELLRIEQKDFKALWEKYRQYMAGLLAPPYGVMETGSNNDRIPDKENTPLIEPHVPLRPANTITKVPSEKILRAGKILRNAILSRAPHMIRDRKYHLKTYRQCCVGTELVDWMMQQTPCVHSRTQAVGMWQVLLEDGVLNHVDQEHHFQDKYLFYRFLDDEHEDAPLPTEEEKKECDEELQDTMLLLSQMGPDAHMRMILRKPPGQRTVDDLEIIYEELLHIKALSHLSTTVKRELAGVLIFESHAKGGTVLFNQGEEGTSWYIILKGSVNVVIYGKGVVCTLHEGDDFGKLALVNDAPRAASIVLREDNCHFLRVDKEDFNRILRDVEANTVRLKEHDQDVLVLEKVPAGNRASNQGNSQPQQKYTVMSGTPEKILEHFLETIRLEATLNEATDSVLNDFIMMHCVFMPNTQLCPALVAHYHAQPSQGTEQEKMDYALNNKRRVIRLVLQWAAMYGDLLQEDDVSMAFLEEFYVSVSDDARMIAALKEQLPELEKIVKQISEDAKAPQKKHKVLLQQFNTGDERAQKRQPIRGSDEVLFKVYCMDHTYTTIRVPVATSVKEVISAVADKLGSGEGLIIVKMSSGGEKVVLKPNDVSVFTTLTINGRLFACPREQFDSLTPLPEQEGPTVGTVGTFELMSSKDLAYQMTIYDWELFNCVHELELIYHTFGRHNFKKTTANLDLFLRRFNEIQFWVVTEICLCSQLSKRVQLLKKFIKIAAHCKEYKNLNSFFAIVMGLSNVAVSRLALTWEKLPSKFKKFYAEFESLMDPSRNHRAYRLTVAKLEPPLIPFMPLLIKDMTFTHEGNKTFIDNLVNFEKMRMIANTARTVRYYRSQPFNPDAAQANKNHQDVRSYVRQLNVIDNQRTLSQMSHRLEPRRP
Nrf2 activator – activates Nrf2 signaling. hit rate 0.31% among 410,000. AID 624171. Potency, µM (doses to about 46.1 µM), without a hit: at the top dose activation, most hits filed as activators. AREc32 ARE-luciferase reporter (MCF7-derived line), luminescence, 24 h; also: % of control where 0% means no effect; nearly all actives have a fitted effect of over 65% in size
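Luciferase luminescence (Steady-Glo, 30 min at room temperature) served as the read-out of ARE activation in AREc32 cells treated with compounds for 24 hr at 37 deg C.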
Nrf2 block – Nrf2 pathway inhibition; A549 ARE-Fluc reporter, luciferase luminescence, 18-24 h; Potency, µM (doses to about 46 µM), for the others: at the highest dose activity change, negative = inhibition, actives largely listed as inhibitors; hit rate 2.1% among 360,000; AID 504444; also: % is scaled to controls: 0 for no effect and ±100 for the full control effect; nearly all actives have a fitted effect of over 60% in size
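Cells were seeded and rested 2 h, then exposed to compounds for 18-24 h. CellTiter-Fluor was read first as a viability measure. BugLite was added 15 min before the final luminescent read of ARE-luciferase activity in A549 cells.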
An asterisk follows results filed as active; i = inactive; u = inconclusive; x = no result given; [ ] = another dose, or the depositor's remark. Calls follow the shape of the dose curve; as a rule, active = well fitted curve in the direction sought with a large enough effect; inconclusive = small, poorly fitted or top-dose-only effect, or another doubt; inactive = no such curve, though single readings can be large; an effect the other way counts as inactive or inconclusive. Potency is read from the fitted curve at half-maximal effect.

Second line of a record – HepG2 tox, Nrf2 block, Nrf2 activator, A549 viability, TGFb inhibitor, ATXN2 expr inh, EPAC2 antagonist, MCF10A rereplic, ATXN viability
> COc1ccc(CNC(=O)C2CCN(c3nnc(C)c4c(C)n(-c5ccc(C)cc5)nc34)CC2)cc1
 : -33%, 42%, 5.4%, -1%, u, -2%, x, x, i
> OC1CCCN(c2c3c(nc4cc(-c5cccc(Cl)c5)nn24)CCC3)C1 (configuration not stated)
 : -34%, 4.6µM*, 3.4%, -28%, u, 13%, 0%, -5%, i
> C=CCN(c1ccccc1)S(=O)(=O)c1cc2c(cc1C)N(C)CCO2
 : 1%, x, -0.1%, 8%, -4%, -17%, u, 2%, u
> COc1ccc(-n2nnc3c(=O)n(CC(=O)Nc4cc(C)on4)cnc32)cc1
 : 5%, u, 0.2%, -8%, 1%, -31%[11.3 µM], 4%, 3%, i
> O=C1C2C3C=CC(C3)C2C(=O)N1c1ccc2ccccc2c1 (configuration not stated)
 : 7%, 13%, 0.5%, 1%, -1%, 8%, -12%, 12%, i
> CC(C)CN(C(=O)COC(=O)c1ccc(C#N)cc1)C1CCS(=O)(=O)C1 (configuration not stated)
 : -2%, 4%, -0.5%, 7%, 3%, 3%, -1%, -8%, i
> O=C(COc1ccc2c(-c3ccccc3)cc(=O)oc2c1)NCc1ccccn1
 : 16%, -16%, -0.3%, 0%, 48%[activator], -1%, -13%, 3%, i
> COc1ccccc1CNS(=O)(=O)c1cc(Br)cc2c1N(C(C)=O)C(C)C2 (configuration not stated)
 : -4%, 2%[9.27 µM], -1.1%, 1%, -29%, -10%, x, x, i
> CN1C(CC(=O)Nc2ccc(Br)cc2)c2ccccc2CC1(C)C (configuration not stated)
 : -34%, -16%, 2.2%, u, u, -12%, -21%, u, i
> COCCCC1CCN(Cc2nc(-c3ccccc3)no2)CC1
 : 12%, u, 2.6%, 0%, -8%, -4%[11.3 µM], -4%, -2%, i
> Cc1cccc(NC(=O)c2ccc([N+](=O)[O-])s2)n1
 : -104%, 8%, 16%, 13%, 14µM*, x, -7%, 11%, i
> Cc1ccc(-c2nnn(CC(=O)N(CC3CCCO3)C(C(=O)NC3CCCCC3)c3ccc(F)cc3)n2)o1 (configuration not stated)
 : -13%, x, -0.7%, -1%, -1%, 11%, -1%, -10%, i
> Nc1nccc(SCc2ccc(Cl)cc2Cl)n1
 : 2%, -5%, 2.6%, 2%, 15%, 1%, 8%, 0%, i
> COc1cccc(S(=O)(=O)NCc2ccc(C(=O)NCc3ccccn3)cc2)c1
 : -66%, 12%, 0.0%, -1%, -11%, 4%, -7%, 2%, i
> Cc1cc(C(=O)NN=Cc2c(C)[nH]c3ccccc23)c(C)o1
 : -3%, 4%, 9.0%, -7%, 15%, 7%, -4%, 7%, i
> CC(C)c1ccc(OCC(=O)NNC(=S)NC(=O)c2ccco2)c(Br)c1
 : 3%, -15%, -0.6%, -11%, -2%, u, 10%, 1%, u
> COc1cc(C(=O)N2CC(=O)Nc3ccc(C)cc3C2c2ccc(F)cc2)cc(OC)c1OC (configuration not stated)
 : -23%, 9%[9.27 µM], 4.5%, 4%, -1%, -4%, x, x, i
> Cc1cc(C)c2c(n1)SCCN2C(=O)Nc1ccc(C(=O)Nc2ccc(C(C)C)cc2)cc1
 : -12%, 0%, 0.5%, 6%, u, x, x, x, x
> Cc1cccc(CSC2=NCCN2C(=O)c2ccc(S(=O)(=O)N(C)C)cc2)c1
 : -7%, 10%, -0.6%, 8%, 0%, x, 1%[57.1 µM], 3%, i
> CN1CCN(Cc2cc(COCc3ccccc3)c3cccnc3c2O)CC1
 : -30%, u, 3.6%, -16%, 4.5µM*, 4µM*, 5%, u, u

In the list so far, these contain bromine:
Second line of a record – HepG2 tox, Nrf2 block, Nrf2 activator, A549 viability, TGFb inhibitor, ATXN2 expr inh, EPAC2 antagonist, MCF10A rereplic, ATXN viability
> COc1ccccc1CNS(=O)(=O)c1cc(Br)cc2c1N(C(C)=O)C(C)C2 (configuration not stated)
 : -4%, 2%[9.27 µM], -1.1%, 1%, -29%, -10%, x, x, i
> CN1C(CC(=O)Nc2ccc(Br)cc2)c2ccccc2CC1(C)C (configuration not stated)
 : -34%, -16%, 2.2%, u, u, -12%, -21%, u, i
> CC(C)c1ccc(OCC(=O)NNC(=S)NC(=O)c2ccco2)c(Br)c1
 : 3%, -15%, -0.6%, -11%, -2%, u, 10%, 1%, u

The results go on.
Second line of a record – HepG2 tox, Nrf2 block, Nrf2 activator, A549 viability, TGFb inhibitor, ATXN2 expr inh, EPAC2 antagonist, MCF10A rereplic, ATXN viability
> O=C(C1CCN(S(=O)(=O)N2CCC3(CC2)OCCO3)CC1)N1CCOCC1
 : -2%, -4%, -0.9%, -5%, 0%, 6%, -3%, -8%, i
> CC(=O)Nc1ccc(SCC(=O)Nc2ccccc2Oc2ccccc2)cc1
 : -30%, -7%, 0.4%, 10%, -26%, -3%, u, 4%, i
> Cc1ccccc1-c1ccnc2c(-c3ccc(F)cc3)c(C)nn12
 : -24%, u, 4.0%, 16%, 0%, u, x, x, i
> CN(C)/C=N/c1nc(-c2ccc3ccccc3c2)cs1
 : -21%, u, 0.5%, 4%, 0%, 0%, -7%, 0%, i
> Cc1ccc(C(=O)COc2ccccc2-c2ccccc2)cc1
 : 4%, 13%, 0.7%, 15%, -25%, -25%, -2%, 12%, i
> CC(C)(C)n1nnnc1C(c1cccc(C#N)c1)N1CCCc2ccccc21 (configuration not stated)
 : 8%, -18%, 0.4%, -7%, -8%, -3%, -6%, 1%, i
> COc1ccccc1C1=NOC(Cn2c(NCCCO)nc3c2c(=O)n(C)c(=O)n3C)C1 (configuration not stated)
 : 9%, -1%, -0.7%, 23%, 2%, -3%, -28%, 1%, i
> COc1ccc(NC(=O)COC(=O)CCNC(=O)c2ccco2)cc1Cl
 : 6%, 12%, 0.4%, 3%, 14%, 5%, -2%, 7%, i
> O=C(CCN1C(=O)/C(=C/c2ccccc2F)SC1=S)NCCCN1CCOCC1
 : -29%, u, 7.0%, u, -19%, 77%[activator], 7%, 15%, u
> Cc1nn(-c2cccc(Cl)c2)nc1C(=O)O
 : -13%, -4%, 0.4%, -1%, 5%, -21%, -2%, -3%, i
> C=CCSC1=N/C(=C\c2ccc(C)o2)C(=O)S1
 : -5%, 0%, 3.5%, -11%, -3%, -13%, 1%, -1%, i
> O=C(NCCc1ccccc1)C(=O)NCC1OCCN1S(=O)(=O)c1cccs1 (configuration not stated)
 : 7%, -5%, -0.2%, -3%, -7%, 5%, 14%, -1%, i
> Cn1c(=O)[nH]c(=O)c2c1nc(NCCO)n2CCOc1ccccc1
 : -5%, 1%, -0.3%, 13%, -1%, 1%, 7%, 1%, i
> O=C(NCCSc1ncc(-c2ccc(F)cc2)[nH]1)c1ccc2c(c1)OCO2
 : -26%, -5%, 3.5%, 3%, -41%, 1%, 9%, -2%, i
> N#CCC(=O)Nc1ccc(C(=O)OCC(=O)NC2CCCc3ccccc32)cc1 (configuration not stated)
 : -10%, 20%, -0.5%, 4%, 2%, 2%, 11%, 1%, i
> COc1ccc2ccccc2c1CNc1nnnn1C
 : -34%, -6%, -0.2%, 4%, -53%, -22%, -6%, -4%, i
> O=C1COc2ccc(C(=O)CSc3nnc(Cc4ccccc4)o3)cc2N1
 : -9%, -11%, -0.5%, -10%, -26%, 1%, 6%, 5%, i
> COc1cc(Sc2ccc(C)cc2)c(OC)cc1N
 : -2%, -6%, -0.5%, 0%, -18%, 4%, -3%, 7%, i
> O=C1CN(C(=O)COC(=O)c2ccc([N+](=O)[O-])s2)c2ccccc2N1
 : -35%, -12%, 6.0%, -7%, u, -4%, -2%, -2%, i
> CCOc1ccc(N2CC(C(=O)NCc3ccc(F)cc3)CC2=O)cc1 (configuration not stated)
 : -18%, 10%, -0.1%, 0%, u, -1%, -1%, 3%, i
> COc1ccc(C(=O)c2cn[nH]c2-c2ccc(C)cc2O)cc1
 : -29%, 23%, 0.2%, 1%, 3%, -3%, u, 4%, i
> COc1ccc2c(c1)Cc1sc(NC(=O)c3ccccc3C)nc1-2
 : -38%, -2%, -0.1%, -1%, x, x, x, x, x
> CC(NC(=O)C1CCC1)c1ccc2c(c1)OCO2 (configuration not stated)
 : 5%, 2%, 0.2%, 15%, 2%, 1%, 5%, -6%, i
> COC(=O)c1ccc(N)c(CS(=O)(=O)c2ccc(Cl)cc2)c1
 : -10%, 4%, 0.1%, 1%, -7%, x, u, 8%, i
> CN(C)C1(CNCC(O)c2ccccc2)CCCCC1 (configuration not stated)
 : 2%, 3%, -0.5%, 0%, 2%, -6%, -8%, 1%, i
> Cc1ccc(O)c(-c2cc(C(=O)Nc3ccc(S(=O)(=O)N4CC(C)OC(C)C4)cc3)[nH]n2)c1 (configuration not stated)
 : -32%, u, 0.8%, -29%, 0%, -18%, -3%, 4%, i
> Cc1ccc(C(=O)Nc2cccc(C(F)(F)F)c2)cc1NC(=O)c1[nH]cnc1C(N)=O
 : 0%, -25%, -0.8%, -6%, u, 6%, -8%, -2%, i
> O=S(=O)(c1cccc2ccccc12)N1CCC2CC1c1cc(-c3ccc4c(c3)OCO4)ccc12 (configuration not stated)
 : 8%, x, 0.3%, x, u, 3%, 2%, x, i
> CN1CCN(NC(=O)c2ccc(Cl)cc2Cl)CC1
 : -1%, 10%, -0.4%, -6%, -5%, -5%, -4%, 2%, i
> CCOC(=O)c1[nH]c2ccc(OC)cc2c1NC(=O)c1nonc1C
 : -53%, -17%, -1.4%, -15%, -23%, -12%, -3%, u, i
> Cc1nnc(SCC(=O)N(C)C2CCS(=O)(=O)C2)n1Cc1ccccc1 (configuration not stated)
 : -11%, 7%, -0.2%, 2%, 1%, -1%, 3%, 0%, i
> CC(C)=CCC/C(C)=C/C(=O)O
 : -14%, -2%, -1.8%, -12%, 2%, 3%, 4%, 4%, i
> Cc1c(N/C(=N/S(=O)(=O)c2ccc(F)cc2)c2ccccc2)c(=O)n(-c2ccccc2)n1C
 : 9%, 3%, 0.3%, 1%, 2%, -18%, -3%, 2%, i

Screening data deposited in PubChem by National Center for Advancing Translational Sciences (NCATS).

This is a subset. The share of hits here may be higher or lower than overall.
